3CLpro inhibitor = SARS-CoV 3CLpro protease inhibition; P0C6X7; recombinant SARS-CoV 3CLpro, quenched FRET peptide cleavage; inhibition, % at 6 µM; actives 0.14% (n = 290,000); in the data active = inhibition above about 12%
Yp Topo-I inh = blocks Yersinia pestis topoisomerase I activity | actives 0.064% (n = 360,000) | Y. pestis Topo-I cleavage product accumulation, plate reader | activity, % at 10 µM; in the data active = activity above about 50%, passing the limit was not always enough; inconclusive = no clear call, values can overlap the other calls; also: inactives centre near 2
BoNT A protease = BoNT A light chain protease inhibition; multiplex microsphere protease substrate cleavage, flow cytometry; inhibition, % at 10 µM; actives 0.17% (n = 360,000); AID 588499; also: plate controls were buffer without enzyme for full effect and enzyme alone for no effect
CCHFV vOTU inh = blocks the CCHF virus ovarian tumor domain protease | CCHFV vOTU protease, Pep-AMC fluorescence | inhibition, % at 11.5 µM | actives 0.55% (n = 370,000) | AID 651958; in the data active = inhibition above about 30%; also: 0% = vehicle wells with enzyme and 100% = no enzyme wells
SSB-PriA inh = blocks PriA binding to SSB C-terminal tail; inhibition, % at 33 µM; actives 0.6% (n = 430,000); AlphaScreen SSBct-PriA binding, biotinylated peptide; AID 1272365; in the data active = inhibition mostly above about 37%, no sharp cut-off; inactive = mostly below about 20%;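 also: plate controls were negative control peptide for no effect and reference peptide for full effect; strong numbers were not always called active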
DUSP3 inh = blocks human VHR1 dual specificity phosphatase; P51452; recombinant VHR phosphatase, pNPP absorbance; inhibition, % at 13.3 µM; actives 0.52% (n = 290,000); in the data active = inhibition above about 50%; also: some compounds called inactive have numbers as strong as hits
PfHsp40 yeast = restores yeast growth despite PfHsp40 toxicity. growth rescue, % at 12.5 µM. actives 0.68% (n = 340,000). S. cerevisiae expressing PfHsp40, growth rescue, ATP luminescence; in the data active = growth rescue above about 28%, passing the limit was not always enough; inconclusive = no clear call, values can overlap the other calls;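 also: yeast W303a lacking pdr1 and pdr3 grown in galactose medium; growth measured after three days at 30 °C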
TcdB inh = inhibitors of Clostridioides difficile toxin B glycohydrolase | actives 0.24% (n = 350,000) | P18177 | AID 652162 | TcdB glycohydrolase enzymatic assay, plate reader | inhibition, % at 9.99 µM; in the data active = inhibition above about 10%
Target sequence (P18177 whole entry, looked up): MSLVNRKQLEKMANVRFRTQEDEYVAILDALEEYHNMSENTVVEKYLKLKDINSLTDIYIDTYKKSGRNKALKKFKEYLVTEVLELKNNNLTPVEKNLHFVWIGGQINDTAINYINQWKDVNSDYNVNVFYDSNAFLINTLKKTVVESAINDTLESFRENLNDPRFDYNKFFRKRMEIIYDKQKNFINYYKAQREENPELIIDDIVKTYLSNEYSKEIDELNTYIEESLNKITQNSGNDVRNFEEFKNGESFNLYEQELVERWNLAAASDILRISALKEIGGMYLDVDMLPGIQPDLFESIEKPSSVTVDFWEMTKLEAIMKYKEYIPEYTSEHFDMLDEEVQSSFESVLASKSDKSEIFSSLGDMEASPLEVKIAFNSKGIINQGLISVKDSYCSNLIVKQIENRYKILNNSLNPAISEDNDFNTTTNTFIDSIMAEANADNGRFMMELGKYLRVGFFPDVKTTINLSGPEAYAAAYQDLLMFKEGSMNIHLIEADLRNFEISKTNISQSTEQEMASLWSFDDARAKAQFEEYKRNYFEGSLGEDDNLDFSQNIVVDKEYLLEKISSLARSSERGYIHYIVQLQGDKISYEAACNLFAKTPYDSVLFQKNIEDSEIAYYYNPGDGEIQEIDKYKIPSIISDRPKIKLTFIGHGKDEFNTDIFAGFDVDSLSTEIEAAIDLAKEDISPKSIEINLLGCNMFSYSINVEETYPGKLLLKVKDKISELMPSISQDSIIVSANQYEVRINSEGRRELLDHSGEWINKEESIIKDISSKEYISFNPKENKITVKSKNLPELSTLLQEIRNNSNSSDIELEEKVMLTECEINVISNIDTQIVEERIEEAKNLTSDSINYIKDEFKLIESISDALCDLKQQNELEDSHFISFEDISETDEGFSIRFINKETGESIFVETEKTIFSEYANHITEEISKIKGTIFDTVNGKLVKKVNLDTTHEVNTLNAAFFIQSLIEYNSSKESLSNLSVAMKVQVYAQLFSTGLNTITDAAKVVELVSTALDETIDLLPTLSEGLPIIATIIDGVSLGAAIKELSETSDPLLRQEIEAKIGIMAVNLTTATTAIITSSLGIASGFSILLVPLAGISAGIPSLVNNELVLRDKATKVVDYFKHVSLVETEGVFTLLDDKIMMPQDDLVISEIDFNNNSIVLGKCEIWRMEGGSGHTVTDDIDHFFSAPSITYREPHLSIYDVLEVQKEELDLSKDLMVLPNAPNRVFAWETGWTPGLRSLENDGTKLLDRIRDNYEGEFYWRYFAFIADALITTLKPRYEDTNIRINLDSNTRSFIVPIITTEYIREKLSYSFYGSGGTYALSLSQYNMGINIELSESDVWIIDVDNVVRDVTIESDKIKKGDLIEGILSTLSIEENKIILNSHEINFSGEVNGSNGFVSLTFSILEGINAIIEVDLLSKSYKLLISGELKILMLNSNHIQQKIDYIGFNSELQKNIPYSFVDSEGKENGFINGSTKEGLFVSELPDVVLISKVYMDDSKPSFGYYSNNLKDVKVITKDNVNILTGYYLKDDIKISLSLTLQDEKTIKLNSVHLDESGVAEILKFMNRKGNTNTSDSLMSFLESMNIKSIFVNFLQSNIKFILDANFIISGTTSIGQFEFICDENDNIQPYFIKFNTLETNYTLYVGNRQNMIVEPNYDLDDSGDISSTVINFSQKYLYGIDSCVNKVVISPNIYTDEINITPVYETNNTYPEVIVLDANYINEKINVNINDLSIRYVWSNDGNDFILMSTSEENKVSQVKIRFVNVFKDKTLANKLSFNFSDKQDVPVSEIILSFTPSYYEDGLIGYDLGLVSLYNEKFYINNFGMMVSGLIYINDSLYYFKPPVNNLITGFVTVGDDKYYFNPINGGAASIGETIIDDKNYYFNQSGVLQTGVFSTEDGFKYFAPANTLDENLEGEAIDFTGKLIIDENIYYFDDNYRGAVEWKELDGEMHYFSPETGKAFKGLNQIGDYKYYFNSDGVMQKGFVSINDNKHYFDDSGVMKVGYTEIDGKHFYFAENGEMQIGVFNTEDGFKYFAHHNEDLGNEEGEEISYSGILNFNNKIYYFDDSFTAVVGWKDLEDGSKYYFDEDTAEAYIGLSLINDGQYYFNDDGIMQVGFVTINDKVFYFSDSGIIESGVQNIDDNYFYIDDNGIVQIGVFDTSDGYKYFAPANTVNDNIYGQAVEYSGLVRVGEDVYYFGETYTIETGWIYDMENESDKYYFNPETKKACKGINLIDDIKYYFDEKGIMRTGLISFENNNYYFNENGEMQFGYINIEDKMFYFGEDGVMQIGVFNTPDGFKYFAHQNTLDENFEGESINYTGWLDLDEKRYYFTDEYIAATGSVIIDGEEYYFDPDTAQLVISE
BH1578 lux ind = quorum light induction in luxS cqsA deficient V. cholerae. V. cholerae BH1578 lux reporter, luminescence, 6 h. actives 0.16% (n = 350,000). activation, % at 18.7 µM; in the data active = activation mostly above about 9.7%, no sharp cut-off; inconclusive = no clear call, values can overlap the other calls; inactive = mostly below about 3.7%; also: not every result past the cut was called active; inactives centre near 0; reference of the scale not given here
Anthrax LF inh2 = inhibitors of Bacillus anthracis lethal factor protease. actives 0.12% (n = 360,000). P15917. AID 588501. multiplex microsphere protease cleavage assay, LF. inhibition, % at 10 µM; also: plate controls were buffer without enzyme for full effect and enzyme alone for no effect
* = called active by the depositor; i = inactive; ? = inconclusive; . = no result given. Rule as the data show it, unless noted: active = inhibition above about 30%; inconclusive = no clear call, values can overlap the other calls; inactive = below that. Only part of the results is shown; the hit share may differ from the screen's.

SMILES	3CLpro inhibitor	Yp Topo-I inh	BoNT A protease	CCHFV vOTU inh	SSB-PriA inh	DUSP3 inh	PfHsp40 yeast	TcdB inh	BH1578 lux ind	Anthrax LF inh2
COC(=O)c1ccc(/C=N/Nc2nc(-c3ccc(C)cc3)cs2)cc1	0	-11	0.0	.	.	0	0.1	.	i	0
COc1ccccc1C1/C(=C(/O)c2ccc(C)cc2)C(=O)C(=O)N1CCN1CCOCC1 (stereo not given)	-4	-10	0.2	-5	.	8	0.8	.	-0.3	-3
Fc1ccccc1-c1n[nH]c(=S)n1C1CC1	1	2	0.4	10	.	7	1.0	0.6	0.2	2
CC1Cc2ccccc2N1C(=S)NC(=O)c1ccco1 (stereo not given)	6	-9	0.0	8	6	30	-0.5	0.6	-0.8	-2
O=C(Cn1nnc2ccccc2c1=O)NCc1ccco1	-4	-5	-0.1	7	6	36	-1.2	.	-0.5	-3
Cc1cn2c(N)c(C=C3C=C(Cl)C(=O)C(Cl)=C3)c(=O)nc2s1	-3	5	23	-3	-16	6	0.0	2.1	-1.0	32*
Cc1[nH]c(SCC(=O)Nc2cc(S(C)(=O)=O)ccc2Cl)nc1Cc1ccccc1	.	18	-0.8	17	8	.	0.2	1.0	i	-9
CC(=O)c1cccc(NC(=O)C(CC(C)C)NC(=O)C2CCCCC2)c1 (stereo not given)	3	-8	-0.3	0	1	16	0.9	1.0	-0.6	6
COc1ccc(C(=O)Nc2sc(C(=O)N(C)C)c(C)c2C#N)cc1[N+](=O)[O-]	-6	-3	2.3	-1	-9	15	0.7	.	-0.6	0
COc1ccc(CNCCc2c[nH]c3ccccc23)c(OC)c1C	3	-1	-1.6	1	15	2	-0.1	0.2	-0.6	-10
O=C(c1ccc(N2CCCCC2)c([N+](=O)[O-])c1)N(Cc1ccccc1)c1ccccn1	-1	5	-0.3	3	52*	39	-0.1	.	3.3	-13
Cn1c(O)c(N=Nc2ccc(S(=O)(=O)N3CCOCC3)cc2)c(=O)n(C)c1=O	3	-3	-0.2	3	-5	-4	0.2	.	-0.3	-2
O=C(c1cc2ccccc2[nH]1)N(Cc1cccnc1)CC1CCCN(C2CCCCC2)C1 (stereo not given)	1	10	-0.5	13	-5	-5	0.0	-0.3	i	-1
CC(C)c1ccc(NC(=O)C2CCCN(S(=O)(=O)c3ccc4c(c3)C(C)(C)C(=O)N4C)C2)cc1 (stereo not given)	8	25	-0.7	9	-8	21	-0.7	-2.7	-0.2	-8
CCOC(=O)CC(SP1(=S)OCC2(CCCCC2)CO1)C(=O)OCC (stereo not given)	.	42	-0.1	14	-13	.	0.7	2.1	i	-1
CCC1=C(OC(=O)N(CC)CC)N2C(=O)OC(=NCCc3c[nH]c4ccccc34)[C@]2(Cc2ccccc2)[C@H]2C1=CC[C@H]1C(=O)N(C)C(=O)[C@H]12	.	-4	0.0	15	3	0	1.1	2.6	i	2
COc1ccc(Cl)cc1NC(=O)C(C)OC(=O)C1=NNC(=O)CC1 (stereo not given)	.	-2	0.5	7	1	.	3.1	1.1	i	2
O=C(O)c1nn(CCOc2cccc(Br)c2)c(=O)c2ccccc12	1	52*	0.1	25	-3	-15	3.9	-4.0	-0.5	3
CCC(C)(C)c1nnc(NC(=O)CCC2CCCCC2)s1	.	20	-0.3	0	-6	.	.	1.0	i	-4
CCC1CN(C(=O)N2CCC(C(=O)NCCc3ccc(OC)c(OC)c3)CC2)c2ccccc2O1 (stereo not given)	7	6	1.6	13	5	1	-0.1	-0.3	-0.4	-2
CCC1C(=O)Nc2ccccc2N1C(=O)COc1ccccc1 (stereo not given)	1	4	-1.1	-7	10	24	-1.1	2.5	i	-2
CCCCCCCC1(C)NC(=O)N(c2ccccc2)N1 (stereo not given)	0	31	-2.0	13	3	2	6.5	.	-2.2	0
Cn1c(SCc2ccccn2)nc2c1c(=O)[nH]c(=O)n2C	0	5	1.2	5	-7	9	-1.2	0.3	-0.6	2
C/C(=N\NC(=S)Nc1ccccc1C)c1cc2ccccc2o1	5	5	0.2	4	.	19	4.3	-0.4	-0.4	-8
COc1cc(NC(=O)C(Cc2ccccc2)n2cccc2)cc(OC)c1 (stereo not given)	-4	-9	0.4	9	2	25	-0.4	0.8	i	11
O=C(CSc1ccccc1F)OCC(=O)N1CCN(C(=O)c2ccco2)CC1	.	2	?	-8	-5	.	-0.1	0.8	i	?
CCCCN(CCCC)C(=S)NC(=O)C(C)(C)C	2	6	-0.4	-1	-6	-8	-0.9	.	i	0
COCc1cc(=O)[nH]c(N2CCN(Cc3ccc4c(c3)OCO4)CC2)n1	-6	7	2.1	3	0	14	-0.3	0.6	i	1
CC(=O)c1c(C)[nH]c(C(=O)NCCc2ccccc2)c1C	-4	4	-7.1	-5	2	0	-1.2	.	i	4
O=C(NNC(=S)NC(=O)c1ccc(F)cc1)c1cccnc1	3	0	-3.5	-2	-9	38	-1.7	1.8	-0.3	-6
CC(C)C(=O)Nc1ccc(Cc2ccc(NC(=O)C(C)C)c(O)c2)cc1O	-2	6	-0.3	-1	-3	-13	2.1	.	i	-2
CCCCOc1ccc(/C=N/NC(=S)Nc2cc(C)ccc2C)cc1	6	11	2.3	2	.	6	-2.7	.	.	-1
CCOC(=O)/C(C#N)=C/C1=C(N2CCOCC2)CC(C)(C)OC1	-1	-1	-0.2	-10	-5	9	0.2	-0.6	i	6
COc1ccccc1CN1CCCC(C(=O)c2ccccc2OC)C1 (stereo not given)	-4	-1	-1.9	-11	-4	12	-0.7	-0.4	i	-8
CCOC(=O)C1=C(C)N=C(/N=C/N(C)C)SC1c1ccccc1 (stereo not given)	1	-5	-0.5	4	.	4	0.1	-0.2	i	-6
COc1ccc(CNC2=CC(=O)CC(C)(C)C2)cc1	0	6	-1.6	9	-27	29	-1.1	.	-5.6	-1
COc1ccc(Nc2cc(C)nc3nc(C)nn23)c(OC)c1	-4	0	0.1	0	-6	0	-0.9	0.9	-1.4	-8
COc1cc(/C=C/c2ccccc2)cc(OC)c1	.	9	1.4	-3	-25	.	0.3	0.3	i	-6
CC(C)c1ccc(NC(=O)COC(=O)[C@@H]2CCCN2C(=O)c2cccs2)cc1	.	24	-1.0	9	-4	.	1.8	-1.1	-2.1	-12
CCN1C(=O)[C@H]2[C@@H](c3ccc(C)cc3)N3C(=O)N(c4ccc(C(F)(F)F)cc4)C(=O)[C@@]3(CC)[C@H]2C1=O	2	-5	0.4	-8	1	17	3.0	0.6	1.2	0
COC(=O)c1ccc(C(C(=O)NCc2ccccc2)N(Cc2ccco2)C(=O)c2cnccn2)cc1 (stereo not given)	2	18	0.0	10	-14	30	-0.1	.	-0.7	0
COc1cccc(N2CCN(C(=O)c3ccc4nc(N5CCCCC5)sc4c3)CC2)c1	0	29	-1.2	4	7	5	2.2	1.5	-0.2	-4
Cc1nn(C)cc1/C=C1\SC(=S)NC1=O	-4	-2	-1.6	8	-10	10	-0.1	.	.	-4
CCOC(=O)c1ccc(NC(=O)c2nn(CC)cc2Br)cc1	1	-1	-0.3	-12	-2	-8	0.6	0.2	-6.2	-3
CC1(C)CC(=O)c2cnc(NC(=O)CCc3ccccc3)nc2C1	0	6	-1.0	7	-14	-8	0.0	.	7.7	-2

Entries of single compounds as entered above. Order of screens: 3CLpro inhibitor	Yp Topo-I inh	BoNT A protease	CCHFV vOTU inh	SSB-PriA inh	DUSP3 inh	PfHsp40 yeast	TcdB inh	BH1578 lux ind	Anthrax LF inh2
CCOC(=O)C1=C(C)N=C(/N=C/N(C)C)SC1c1ccccc1 (stereo not given) in the list: 1	-5	-0.5	4	.	4	0.1	-0.2	i	-6
CC(C)C(=O)Nc1ccc(Cc2ccc(NC(=O)C(C)C)c(O)c2)cc1O in the list: -2	6	-0.3	-1	-3	-13	2.1	.	i	-2

The list continues:
SMILES	3CLpro inhibitor	Yp Topo-I inh	BoNT A protease	CCHFV vOTU inh	SSB-PriA inh	DUSP3 inh	PfHsp40 yeast	TcdB inh	BH1578 lux ind	Anthrax LF inh2
CCC(NC(=O)c1ccccc1NC(=O)c1ccc(OC)cc1)C(=O)N1CCCC1 (stereo not given)	-1	1	0.3	-6	-6	12	0.3	1.0	-0.2	2
COc1ccccc1C(c1c(O)nc(SC)[nH]c1=O)c1c(O)nc(SC)[nH]c1=O	.	9	-2.6	3	-12	.	-1.5	-0.6	-0.5	1
O=C(NNC(=S)Nc1ccccc1)C1CC1	0	-3	-0.1	1	-7	3	0.4	.	i	-2
COC(=O)c1cc(-c2ccc(S(=O)(=O)N3CCCC(C)C3)cc2)c(C(F)(F)F)s1 (stereo not given)	4	15	0.7	23	-4	8	0.8	-4.9	-1.3	-12
CSc1ncccc1C(=O)OCC(=O)NCCc1ccccc1	.	5	0.2	-4	-4	.	-0.1	1.7	-2.6	-2
O=C(NC(=S)N1CCCCC1)c1cccnc1	3	2	0.0	-7	-13	8	0.8	.	i	1
COc1ccc(C(CCc2ccc(C)o2)NC(=O)Nc2ccc(OC)cc2OC)cc1 (stereo not given)	-1	19	-1.3	7	1	3	-0.1	.	-0.9	-5
O=S(=O)(NCc1ccccc1)c1cccs1	1	-1	-0.2	10	-11	12	-1.2	.	-0.2	-2
O=C1C=C(c2cc(Cl)cc(Cl)c2)C[C@@H](c2ccc3c(c2)OCO3)C1	.	36	0.5	-4	-8	.	-0.6	-0.1	13	1
COc1ccc(/C=N/NC(=O)c2ccc(Br)cc2)c(OC)c1	0	-12	0.0	-10	.	23	1.1	0.3	-0.5	2
COc1cc(C(=O)NNC(=O)CNC(=O)C2CCCCC2)ccc1OC(C)C	.	7	0.0	10	-9	.	-0.9	-0.4	-0.8	7
COc1ccc(S(=O)(=O)N2CCN(C(C)C(=O)Nc3ccc(C(C)C)cc3)CC2)cc1 (stereo not given)	.	17	-0.2	15	6	.	4.0	-6.1	-3.7	-5
COc1ccc(NC(=O)C(NC(=O)c2ccc(C)cc2)c2ccccc2)cc1 (stereo not given)	7	7	-0.5	-7	1	44	-0.7	-0.9	-0.3	-2
O=C(NCc1ccccn1)C1CCN(S(=O)(=O)c2ccc(Br)cc2)CC1	4	-1	-0.8	-8	22	18	-0.2	-0.8	-0.6	-1
CSc1ccc(NC(=O)N2CC(C)OC(C)C2)cc1 (stereo not given)	-4	-14	-0.8	15	-11	7	0.7	.	0.7	4
Cc1nn(Cc2c(F)c(F)c(F)c(F)c2F)c(C)c1NC(=O)c1cccc(COc2ccc(Cl)cc2)c1	6	-12	0.5	-15	-25	2	0.0	.	-0.2	1
O=C(NCC1CCCO1)C(Cc1ccccc1)N1C(=O)C2C3C=CC(C4CC34)C2C1=O (stereo not given)	-1	17	-0.1	-10	0	11	-0.7	-1.0	-0.3	-2
Cc1ccc(C)c(Cc2c(C)nc(C)[nH]c2=O)c1	5	2	-0.5	-5	-22	5	0.0	.	i	0
COc1ccccc1NS(=O)(=O)c1cccc(C(=O)N/N=C(\C)c2cccnc2)c1	.	0	.	10	.	.	-1.4	0.7	-0.3	.
Cc1ccc(S(=O)(=O)c2cc3c(=O)n4cccc(C)c4nc3n(CCc3ccccc3)c2=N)cc1C	.	3	0.6	5	-2	.	-1.3	-0.1	i	-3
Cc1c(C(=O)Nc2ccc(N3CCOCC3)cc2)cccc1[N+](=O)[O-]	0	-12	-1.5	0	9	30	-1.0	0.0	-0.7	-3
C=CCn1c(COc2ccc(F)cc2)nnc1SCC(=O)NC1CC1	.	5	3.7	-5	-12	.	4.0	-0.7	-1.4	-4
CC(=O)Oc1cccc(/C=c2\sc3nc(-c4ccco4)nn3c2=O)c1	0	-6	0.5	9	.	-2	-0.3	.	-1.4	1

Just BH1578 lux ind and SSB-PriA inh (2 entries from above):
canonical_smiles,BH1578 lux ind,SSB-PriA inh
CCOC(=O)CC(SP1(=S)OCC2(CCCCC2)CO1)C(=O)OCC (stereo not given),i,-13
Cn1c(SCc2ccccn2)nc2c1c(=O)[nH]c(=O)n2C,-0.6,-7

Screening data deposited in PubChem BioAssay by several laboratories.
